Source: PubChem BioAssay (National Center for Advancing Translational Sciences (NCATS))
HCV inh: inhibitors of hepatitis C virus infection; AID 651820; Huh7.5.1 HCVcc-Cre infection, luciferase reporter, 44 h; 340,000 compounds, 3.4% hits; Potency, µM (series often up to 41.8 µM), for inactives: top-dose activity change, negative = inhibition, most hits filed as inhibitors; also: potency is read from the fitted curve at half-maximal effect
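Compounds are dispensed onto cells plated 4 h earlier at 1,000 per well, with HCVcc-Cre virus (about 0.5 moi) added next. Following 44 h of culture, luminescent signal is measured for 15 sec after 15 min with substrate at room temperature.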
AmpC inh detg: AmpC beta-lactamase inhibition with detergent present; P00811; AmpC hydrolysis of nitrocefin, absorbance 480 nm, 0.01% Triton; Potency, µM (doses to about 114 µM), without a hit: at the highest dose activity change, negative = inhibition, most hits filed as inhibitors; 370,000 compounds, 0.041% hits;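 also: potency is read from the fitted curve at half-maximal effect; 0% = no-compound wells and -100% = no-enzyme wells; nearly all actives have a fitted effect of over 25% in size; some results filed as inactive show a strong effect at the top dose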
Target sequence (P00811 whole entry, looked up): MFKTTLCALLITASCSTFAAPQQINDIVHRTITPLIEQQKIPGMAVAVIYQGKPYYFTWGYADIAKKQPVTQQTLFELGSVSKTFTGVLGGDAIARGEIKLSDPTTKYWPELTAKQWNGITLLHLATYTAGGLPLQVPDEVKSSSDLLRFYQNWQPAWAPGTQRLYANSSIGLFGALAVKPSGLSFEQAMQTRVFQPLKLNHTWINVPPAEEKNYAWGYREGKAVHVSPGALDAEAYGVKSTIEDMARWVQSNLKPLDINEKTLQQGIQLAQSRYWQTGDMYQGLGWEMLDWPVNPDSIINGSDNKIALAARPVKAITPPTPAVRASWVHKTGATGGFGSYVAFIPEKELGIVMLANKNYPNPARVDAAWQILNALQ
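20 mM phosphate pH 7.0 + 0.01% (detergent screen) or 0.0001% Triton X-100; 5.3 nM AmpC reagent; cpd preinc 15 min RT; nitrocefin (800 uM stock) to start; A480 q20 s × 4 min; Activity was normalised to no-enzyme and no-compound control wells.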
LmPK inh: LmPK (Leishmania mexicana) enzyme inhibition. Q27686. purified LmPK, Kinase-Glo ATP luminescence, 1 h. Potency, µM (series often up to 57.5 µM), without a hit: top-dose activity change, negative = inhibition, actives largely listed as inhibitors. 290,000 compounds, 0.37% hits. AID 1721; also: potency is read from the fitted curve at half-maximal effect
Target sequence (Q27686 whole entry, looked up): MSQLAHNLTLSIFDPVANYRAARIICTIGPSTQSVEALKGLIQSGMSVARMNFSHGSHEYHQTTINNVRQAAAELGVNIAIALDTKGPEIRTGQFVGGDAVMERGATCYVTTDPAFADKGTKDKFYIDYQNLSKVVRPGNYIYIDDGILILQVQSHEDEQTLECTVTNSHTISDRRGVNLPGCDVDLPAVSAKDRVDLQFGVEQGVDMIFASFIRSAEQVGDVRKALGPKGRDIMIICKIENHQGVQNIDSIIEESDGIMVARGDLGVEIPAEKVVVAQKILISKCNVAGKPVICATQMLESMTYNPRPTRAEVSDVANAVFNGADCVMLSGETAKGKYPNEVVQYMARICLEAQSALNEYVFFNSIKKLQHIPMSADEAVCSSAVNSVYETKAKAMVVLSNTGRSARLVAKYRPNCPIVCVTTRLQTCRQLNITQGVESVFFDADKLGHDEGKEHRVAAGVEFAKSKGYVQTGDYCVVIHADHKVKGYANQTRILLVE
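Pyruvate kinase activity monitored as ATP production (luciferase luminescence). Conditions: 0.1 nM enzyme, 0.5 mM PEP, 0.1 mM ADP, 1 h, RT; normalized against uninhibited and no-enzyme wells.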
AmpC no deterg: blocks E. coli AmpC beta-lactamase in detergent-free assay; AID 485341; AmpC nitrocefin hydrolysis, absorbance 480 nm, 0.0001% Triton; Potency, µM (top dose mostly 57.1 µM), for the others: at the highest dose activity change, negative = inhibition, hits mostly inhibitors; 330,000 compounds, 0.52% hits; P00811;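 also: potency is read from the fitted curve at half-maximal effect; plate controls were no compound for no effect and no enzyme for full effect; nearly all actives have a fitted effect of over 20% in size; some results filed as inactive show a strong effect at the top dose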
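AmpC (5.3 nM in the dispensed reagent) in 20 mM phosphate pH 7.0 with 0.01% (detergent screen) or 0.0001% Triton X-100 was preincubated with compounds for 15 min at room temperature. Nitrocefin was then added from an 800 uM solution, and hydrolysis was followed at 480 nm.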
HCMV inh: inhibitors of human cytomegalovirus; HFF cells, HCMV-luciferase reporter, 72 h; active compounds read low; activity change, negative = inhibition, % at 57.5 µM; 410,000 compounds, 4.5% hits; in the data active = activity change below about -60%; inconclusive = no clear call, values can overlap the other calls; inactive = above about -39%
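HFF cells seeded 16 h at 37C, treated with compounds, infected with luciferase-reporter HCMV at MOI 1 PFU/cell; luciferase read at 72 h post infection, normalized to buffer-only and Salinomycin controls.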
Tb PYK inh: T. brucei pyruvate kinase inhibition. Q57TT1. TbPYK enzyme, Kinase-Glo Plus ATP luminescence, 45 min. Potency, µM (titrated, usually from 76.8 µM), without a hit: top-dose activity, negative = inhibition, hits mostly inhibitors. AID 624173. 410,000 compounds, 0.12% hits; also: potency is read from the fitted curve at half-maximal effect; nearly all actives have a fitted effect of over 50% in size
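Screened from lowest to highest concentration, compounds were pinned into TbPYK/substrate mixtures, and ADP (130 uM final) was added. Plates sat at room temperature for 45 min prior to Kinase-Glo Plus detection by luminescence.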
AMA1-RON2 inh: inhibitors of Plasmodium falciparum AMA1-RON2 interaction. AlphaScreen AMA1-biotinylated RON2 peptide binding. Potency, µM (highest dose often 58.2 µM), inactives show at the top dose activity change, negative = inhibition, hits mostly inhibitors. 360,000 compounds, 0.2% hits. AID 720542;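 also: potency is read from the fitted curve at half-maximal effect; 0% = vehicle wells and -100% = peptide control; nearly all actives have a fitted effect of over 45% in size; some results filed as inactive show a strong effect at the top dose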
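AMA1 (3D7) with his tag at 25 nM final met compounds first, then biotinylated RON2 peptide at 25 nM; detection used donor plus acceptor beads, 10 µg/mL apiece, read by AlphaScreen after 30 min at room temperature.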
The depositor's hits bear a star; ? = inconclusive; nt = not tested or not shown; & = joins results of further samples; [ ] = dose if it differs, or a comment. Unless noted, calls follow the shape of the dose curve; as a rule, active = well fitted curve in the direction sought with a large enough effect; inconclusive = small, poorly fitted or top-dose-only effect, or another doubt; inactive = no such curve, though single readings can be large; an effect the other way counts as inactive or inconclusive. Unless noted, % is scaled to controls: 0 for no effect and ±100 for the full control effect. Outcome played no part in choosing rows (roughly 7.5% active in at least one column).

SMILES	HCV inh	AmpC inh detg	LmPK inh	AmpC no deterg	HCMV inh	Tb PYK inh	AMA1-RON2 inh
Cc1cc(C)c(S(=O)(=O)CCC(C)C)c(=O)[nH]1	3%	11%	2%	-13%	-40	2%	3%
COC(=O)/C=C1/N/C(=N\c2nc(C)cc(C)n2)N(c2ccc(Cl)cc2)C1=O	-1%	?	-2%	-15%	-5	-3%	20%
CC(=O)c1cccc(NC(=O)C2CCCC2)c1	-6%	?	1%	-9%	29	1%	9%
CC1(c2cccc(Br)c2)NC(=O)N(CC(=O)Nc2ccc(N3CCCCC3)cc2)C1=O (stereo not drawn)	nt	nt	nt	nt	-38	0%	?
COC(=O)c1c(-c2ccc(OC)cc2)sc2ccccc12	7%	0%	nt	-4%	nt	nt	nt
COC(=O)c1ccc(CSc2nc(C(F)(F)F)c3c(c2C#N)CCC3)o1	3%	-3%	-2%	-12%	-2	-17%	5%
Cc1ccc2c(c1)N(CC(=O)NC1CCCC(C)C1C)C(=O)c1cccnc1O2 (stereo not drawn)	-10%	-5%	0%	66%[activator]	7	0%	-2%
COc1ccc(C2=NOC(C(=O)N3CCCCCC3)C2)cc1OC (stereo not drawn)	-2%	2%	-1%	-6%	22	-3%	12%
O=C(CNC(=O)c1ccco1)Nc1ccncc1	-7%	-21%	nt	-11%	nt	-2%	-7%
CN(CCCNC(=O)c1cn(C)c2ccc(S(=O)(=O)N(C)C)cc2c1=O)c1ccccc1	0%&4%	?	0%	160%[activator]	-64*	-11%	-5%
C[C@H]1CN([C@@H](C)CO)C(=O)Cc2cc(NC(=O)CCC(F)(F)F)ccc2O[C@H]1CN(C)Cc1ccc(C(F)(F)F)cc1	7%	nt	nt	223%[activator]	39	0%	-2%
Cc1cccc(OC(=O)c2cn(C)nc2C(F)(F)F)c1C	-1%	2%	12%	36%	-40	5%	14%
S=c1sc2c(N3CCOCC3)ncnc2n1-c1ccccc1	0%	1%	4%	12%	48	-7%	5%
Cc1nc(-c2c(C(=O)NNC(=O)Nc3c(C)cccc3C)noc2C)cs1	-10%	6%	-3%	-13%	-26	-2%	113%[activator]
O=c1cc(CNc2ccc(Br)cc2)nc2sccn12	-6%	?	1%	-9%	11	4%	5%
O=C(NCc1ccccc1)c1ccco1	-10%	?	1%	-8%	32	-7%	1%
O=C(O)c1ccc(C2CCCCC2)cn1	7%	-2%	5%	-10%	21	1%	13µM*
CC(C)N(C(=O)COC(=O)CNS(=O)(=O)c1ccccc1F)c1ccccc1	-6%	10%	-3%	25%	?	-4%	-6%
O=C(c1ccc(OC2CCN(C(=O)c3cccnc3)CC2)cc1)N1CCCCCC1	?	-1%	2%	49%	?	-7%	3%
COc1ccc(CNC(=O)[C@@H](NC(=O)C2CCN(C(=O)[C@@H](N)CCSC)CC2)C(C)C)cc1	6%	?	-7%	-19%	17	2%	4%
COC(=O)Cn1c2ccc(OC)cc2c2nc3ccccc3nc21	-1%	?	-3%	-7%	6	-11%	5%
COc1cccc(N(CC(=O)Nc2ccc3c(c2)OCO3)S(=O)(=O)c2ccccc2)c1	?	?	8%	-51%	-20	-10%	-6%
COc1ccc(CC(=O)Nc2nnc(C)s2)cc1	12%	2%	-1%	-16%	10	-16%	7%
c1ccc(NN=C(c2ccccc2)c2cccs2)cc1	nt	nt	nt	nt	40	2%	-6%
Cc1cccc(NC(=O)CSCC(=O)Nc2cc(C(F)(F)F)ccc2N2CCOCC2)c1	nt	nt	nt	nt	17	-16%	-12%
O=C(Nc1ccccc1)Nc1nnc(/C=C/c2ccccc2Cl)s1	8%	3%	2%	-20%	-12	-3%	12%
O=C(COC(=O)C12CC3CC(CC(C3)C1)C2)Nc1ncc(Cl)cc1Cl	0%	-14%	5%	-26%	-9	-1%	8%
CCN(/N=C/c1cccs1)c1cc(=O)n(C)c(=O)[nH]1	-8%	-1%	-3%	-17%	-18	0%	20%
O=c1c(C/C=C/c2ccccc2)c(O)ccn1CCc1c[nH]c2ccccc12	6%	-6%	0%	-7%[2.29 µM]	-28	-5%	-9%
CCN1C/C(=C/c2sccc2C)c2nc3ccccc3c(C(=O)O)c2C1	10%	-10%	0%	18%	-31	-8%	-8%
O=C(CC1C[C@H](C(=O)N2CCOCC2)[C@@]2(CCC3CCCC3)c3[nH]c4ccccc4c3CCN2C1=O)NCCN1CCOCC1 (stereo partly drawn)	-11%	nt	nt	4%	-22	2%	-3%
CCOc1ccc(CCNC(=O)CCC(=O)Nc2ccc3nc(N4CCN(C)CC4)cc(C)c3c2)cc1OCC	-11%	-8%	-6%	4%	-7	-1%	9%
O=C(Nc1ccc(NC(=O)c2cccs2)cc1Cl)c1ccco1	0%	0%	7%[11.5 µM]	-22%	-14	-5%	-12%
O=C(Nc1ccccc1Br)c1ccc(OC(=S)N2CCOCC2)cc1	6%	1%	1%	-12%	-8	2%	9%
CC(C)(C)OC(=O)N(CCc1ccccc1)Cc1ccccc1OCc1cccc(NC(=O)/C=C/c2ccccc2)c1	-7%	nt	nt	nt	14	7%	2%
O=C(Nc1ccc(Oc2ccccc2)nc1)C1CCN(Cc2cccc(F)c2)CC1	nt	?	7%	14%	-69*	-6%	-8%
CN(c1ccc(F)cc1)S(=O)(=O)N1CCCC(C(=O)NCCc2ccccc2)C1 (stereo not drawn)	nt	-7%	nt	nt	12	0%	nt
Cc1ccccc1CC(=O)N1CCC(CCC(=O)NC2CC2)CC1	nt	nt	nt	nt	-20	-1%	-7%
C=CCOC(=O)C1=C(C)NC(=O)NC1c1cn(-c2ccccc2)nc1-c1cccs1 (stereo not drawn)	?	?	0%	-4%	-25	1%	-12%
CCNS(=O)(=O)c1ccc(CCC(=O)N2CCC(C)CC2)cc1	?	?	4%	-5%	-9	0%	-1%
O=c1c2cc(NC(=S)N3CCCC3)ccc2nc2n1CCCCC2	10%	-1%	-4%	-9%	?	-4%	-6%
O=C1COc2ccc(C(=O)COC(=O)/C=C/c3cccc(F)c3)cc2N1	-8%	-6%	-2%	-14%	-31	-9%	7%
O=C(c1ccc([N+](=O)[O-])cc1)N(Cc1ccccc1)Cc1ccccc1	?	nt	nt	nt	5	4%	-26%
COc1ccc(CCNc2nc(-c3ccccn3)cs2)cc1OC	?	-1%	-1%	20%	0	0%	-31%
CCSC1=NN1c1cc(C)nc(N)n1	19%	5%	-5%	-26%	0	2%	-3%
COC(=O)C(NC(=O)C(CC(C)C)NC(=O)C1CCC(C)CC1)C(C)C (stereo not drawn)	6%	-7%	9%	-12%	3	-10%	0%
CCc1nc2c(OCc3ccccc3)cccn2c1N(C)C(=O)c1ccc2c(c1)OCO2	nt	nt	nt	nt	-3	-1%	-21%
OCCNCc1cc(Br)ccc1OCc1ccccc1	-16%	?	3%	-1%	-68*	2%	-21%
Cc1ccc(CC(=O)c2ccc(Cl)cc2)cc1	3%	3%	-3%	-27%	58	-6%	1%
CCOc1c(Br)ccc2c1sc1nc[nH]c(=O)c12	-7%	-12%	2%	-28%	-23	-8%	-5%
CC(=O)c1ccc(NC(=O)c2ccc(-n3cnnc3)cc2)cc1	nt	-4%	nt	nt	5	5%	nt
O=C(OCc1cc(=O)oc2cc(O)ccc12)c1cc(S(=O)(=O)N2CCOCC2)ccc1F	?	?	nt	-24%	-14	1%	-1%
CC(C)CCN1CCN(Cc2cccc(C(F)(F)F)c2)CC1CCO (stereo not drawn)	-11%	8%	1%	30%	-19	4%	-11%
Cc1ccc(CN(C(=O)C(F)(F)F)C(C(=O)NC2CCCCC2)c2ccco2)cc1 (stereo not drawn)	?	?	6%	-18%	-24	2%	-11%
CC(CC(=O)Nc1ccc(F)cc1F)S(=O)(=O)c1ccc2c(c1)NC(=O)CO2 (stereo not drawn)	2%	-6%	3%	-14%	0	-2%	-11%
O=S(=O)(NCCCN1CCOCC1)c1ccc2c(c1)OCCO2	8%	-6%	-3%	0%	-40	-7%	-2%
O=C(CNC(=O)c1ccccc1)NCCCSc1ccccc1	1%	nt	nt	-15%	29	2%	20%
Cc1cc2cc(OCC(=O)O)ccc2n1C	-6%	-14%	2%	-21%	2	6%	11%
Nc1c(C(=O)NCCN2CCOCC2)c2nc3ccccc3nc2n1CCc1ccccc1F	?	11%	9%	232%[activator]	-8	-7%	46%[activator]
Cc1ccc(C(=O)OCC(=O)N(C)c2c(N)n(Cc3ccccc3)c(=O)[nH]c2=O)s1	3%	-15%	nt	-8%	47	1%	1%

Looked up one by one from the entries so far (two):
SMILES	HCV inh	AmpC inh detg	LmPK inh	AmpC no deterg	HCMV inh	Tb PYK inh	AMA1-RON2 inh
COC(=O)C(NC(=O)C(CC(C)C)NC(=O)C1CCC(C)CC1)C(C)C (stereo not drawn)	6%	-7%	9%	-12%	3	-10%	0%
Cc1ccc(CN(C(=O)C(F)(F)F)C(C(=O)NC2CCCCC2)c2ccco2)cc1 (stereo not drawn)	?	?	6%	-18%	-24	2%	-11%

Remaining list, next part:
SMILES	HCV inh	AmpC inh detg	LmPK inh	AmpC no deterg	HCMV inh	Tb PYK inh	AMA1-RON2 inh
COc1ccc(NCC(=O)N2CCCC2)cc1Cl	13%	-3%	1%	-10%	-21	1%	-8%
Cc1cccc(NC(=O)C(C)n2cc([N+](=O)[O-])cn2)n1 (stereo not drawn)	12%	9%	-3%	-24%	-15	-10%	5%
CCCCc1ccc(S(=O)(=O)NC2CCS(=O)(=O)C2)cc1 (stereo not drawn)	?	4%	0%	-4%	-35	2%	-7%
CC(=O)c1cccc(OCC(O)CNCCOc2ccc(C)cc2)c1 (stereo not drawn)	2%	-17%	-18%	10%	64	0%	6%
CC(=O)c1cccc(NC(=O)c2cc(-c3ccc(Cl)s3)nc3ccccc23)c1	nt	17%	nt	nt	-22	0%	nt
CCOC(=O)C1CCN(C(=O)c2ccc3c(c2)NC(=O)/C(=C\c2ccc(C)cc2)S3)CC1	?	-1%	0%	-5%	0	-7%	72%[activator]
Cc1ccc(N2CCN(C(=S)Nc3ccccc3)CC2)cc1	-1%	-8%	-2%	-24%	6	2%	-5%

Among those listed so far, two have an aryl thioether with sulfur outside any ring:
SMILES	HCV inh	AmpC inh detg	LmPK inh	AmpC no deterg	HCMV inh	Tb PYK inh	AMA1-RON2 inh
COC(=O)c1ccc(CSc2nc(C(F)(F)F)c3c(c2C#N)CCC3)o1	3%	-3%	-2%	-12%	-2	-17%	5%
O=C(CNC(=O)c1ccccc1)NCCCSc1ccccc1	1%	nt	nt	-15%	29	2%	20%
